Assay outcomes (PubChem BioAssay)
WT yeast gro inh: growth inhibition of WT yeast, mitochondrial fusion screen | mitochondrial fusion phenotypic screen, WT strain | actives 2.1% (n = 190,000) | inhibition, % at 10 µM; in the data active = inhibition above about 58%; tested in S. cerevisiae
Autophagy HCS: modulators of autophagy; MEF GFP-LC3 puncta imaging; test concentration mostly 10 µM; calls only at 10 µM (by protocol); actives 0.98% (n = 190,000);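 active = percentage of spot-positive cells more than 3 SD above its plate mean, without a fluorescence outlier flag or 80% toxicity; inconclusive = no clear call, values can overlap the other calls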;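 note: spot-positive cell cutoff set from DMSO-treated cells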
Lipid droplet: modulators of hepatic lipid droplet formation; AML12 mouse hepatocytes, oleate lipid droplets, BODIPY imaging; inhibition, % at 6.5 µM; actives 0.4% (n = 240,000); AID 1656;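 active = lipid droplet intensity inhibited by at least 50%, with more than 500 cells counted; inconclusive = wells with under 300 cells, treated as cytotoxic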
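Assay system: AML12 mouse liver cells | Compound dosing: One dose, 6.5 µM compound | Read-out basis: Droplet intensity reduction, % inhibition | Measured by: Fluorescence imaging, 20x objective, two fields per well | Schedule: Overnight treatment with compound plus oleate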
MT stabilizer: microtubule stabilization, imaging screen. HeLa tubulin immunostaining HCS, 24 h; share of cells brighter than vehicle mean+2SD. % tubulin-high responders, % at 10 µM. actives 0.83% (n = 200,000);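 active = plate Z-score above 3 for both tubulin-high and condensed-nucleus cell shares, with cell loss under 80%, at 10 µM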;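 note: anti alpha tubulin signal scored within the nucleus-defined area of each cell; some results filed as inactive read as strong as hits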
Ins promoter up: MIN6 insulin promoter up-regulation; MIN6 insulin promoter-GFP reporter, high-content imaging; stronger effect = higher value; z-score at 5 µM; actives 0.3% (n = 190,000);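 active = z-score above 3 at 5 µM with at least 500 cells counted in the well; inconclusive = wells under 500 cells, flagged as cytotoxic or low count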
Dynein cargo inh: dynein cargo transport inhibition; 3617.4 mouse cells, GR-EGFP nuclear translocation imaging; test concentration mostly 20 µM; stimulated with dexamethasone, 1 µM; stronger effect = lower value; z-score, hits read low; actives 0.47% (n = 220,000); AID 1381;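 active = plate z-score of nuclear minus cytoplasmic receptor signal below a set negative limit, without overly bright fluorescence or cell loss, cut at about -3.5 in these data, passing the limit was not always enough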;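 note: z-score of nuclear minus cytoplasmic ring GR-EGFP intensity difference per well; some compounds called inactive have numbers as strong as hits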
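medium = tetracycline-free induction medium containing charcoal-stripped FBS | probe or stimulus = dexamethasone, 1.0 µM final | timing = 48 h induction, then 1 h compound, then 30 min agonist, 37 °C | detection = automated 10x imaging of fixed Hoechst-stained cells | read-out basis = nuclear versus cytoplasmic GR-EGFP signal, averaged per well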
b-catenin transl: alters nuclear translocation of beta-catenin in HeLa cells; immunofluorescence imaging; nuclear translocation activity, % at 5 µM; actives 0.3% (n = 190,000);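 active = nuclear translocation activity above 50% at 5 µM, with a well cell count of 50 or more; inconclusive = wells under 50 cells across six images, flagged as toxic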;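 note: per-cell ratio of nuclear to cytoplasmic median beta-catenin stain intensity; plate controls were DMSO negative control for no effect and GSK-3 inhibitor IX positive control for full effect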
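Test system: human HeLa cells, endogenous beta-catenin. Times: 24 h compound exposure, 37°C. Measured by: beta-catenin immunofluorescence imaging with DAPI.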
XIAP antagonists: XIAP antagonists, biochemical, IAP family, fluorescence polarization (AID 1018) | XIAP BIR domain, fluorescence polarization peptide displacement; higher % means a stronger effect | one-dose displacement, % at 20 µM; IC50 in µM for titrated hits | actives 0.007% (n = 200,000); in the data active = displacement above about 50%; note: a part of the inactive calls stands beside numbers as strong as those of hits
ER stress rescue: rescue of cells from ER stress-induced death, primary screen, 384-well, CSM14.1, thapsigargin, ATP luminescence (AID 1222); cellular ATP content (survival), % at 20 µM; hits with a dose series show EC50 in µM; CSM14.1 thapsigargin-induced death rescue, ATP luminescence; higher % means a stronger effect; 190,000 tested, under 10 active;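 active = EC50 below 50 µM in the dose-response confirmation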;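 note: death triggered by thapsigargin at about 15 µM added after 2 h compound pretreatment; cell ATP read after overnight thapsigargin exposure of roughly 18 to 22 hours; normalized against plate controls of thapsigargin alone and 5% DMSO vehicle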
WT yeast gro inh mutant strain: second read-out of WT yeast gro inh, no call of its own (marks repeat the call); inhibition, %; mitochondrial fusion phenotypic screen, mutant strain inhibition
Dynein cargo inh cytoplasmic EGFP: recorded beside Dynein cargo inh, whose call it bears; z-score; measured here: cytoplasmic GR-EGFP intensity; stronger effect = higher value
Dynein cargo inh nuclear GR-EGFP: recorded beside Dynein cargo inh, whose call it bears; z-score; measured here: nuclear GR-EGFP intensity;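 lower value marks the stronger effect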
Dynein cargo inh cell count: recorded beside Dynein cargo inh, whose call it bears; z-score; measured here: cell count per field
Ins promoter up cell count: second read-out of Ins promoter up, no call of its own (marks repeat the call); cell count; measured here: cytotoxicity, nuclei count;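 total cells summed across four imaged fields per well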
Lipid droplet cells 6.5 µM: further read-out of Lipid droplet, marked with its call; cell count; measured here: cell count, cytotoxicity flag;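 cells counted across two imaged fields per well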
b-catenin transl cell count 5 µM: recorded beside b-catenin transl, whose call it bears; cell count; measured here: cell count, cytotoxicity flag
MT stabilizer Hoechst-high %: also measured in MT stabilizer; calls as there; % Hoechst-high responders; measured here: nuclear condensation Hoechst responders;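 share of cells brighter than vehicle mean plus two SD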
MT stabilizer cytotoxicity %: also measured in MT stabilizer; calls as there; toxicity, %; measured here: cytotoxicity by cell density;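 0% = mean cell density of plate MIN control wells and 100% = no cells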
Autophagy HCS cell loss 18 h: second read-out of Autophagy HCS, no call of its own (marks repeat the call); toxicity, %; measured here: cell loss, nuclei count;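 cell loss after 18 h compound exposure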
Active calls of the source: *; i = inactive; ? = inconclusive; / = not tested or not shown; + = active, no number.

SMILES | WT yeast gro inh | WT yeast gro inh mutant strain | Autophagy HCS | Autophagy HCS cell loss 18 h | Lipid droplet | Lipid droplet cells 6.5 µM | MT stabilizer | MT stabilizer Hoechst-high % | MT stabilizer cytotoxicity % | Ins promoter up | Ins promoter up cell count | Dynein cargo inh | Dynein cargo inh cytoplasmic EGFP | Dynein cargo inh nuclear GR-EGFP | Dynein cargo inh cell count | b-catenin transl | b-catenin transl cell count 5 µM | XIAP antagonists | ER stress rescue
Cc1ccc(C(=O)N/N=C\C=C\c2ccc(Br)cc2)cn1 | 10 | 9 | i | 9 | -2 | 737 | 1.1 | 1.8 | 2.2 | / | / | -1.1 | -0.23 | -0.52 | 1.4 | / | / | -3.2% | 2.1%
CCCCNC(=O)CCCCC(=O)N/N=C/c1cccc(Cl)c1 | -8 | -11 | i | 2 | -7 | 570 | 2.2 | 2.2 | 3.7 | 0.22 | 1095 | 0.49 | -0.32 | -0.11 | 0.11 | -1.0 | 1018 | -5.6% | -3.3%
O=C(NC1CCCCCCC1)c1cc(COc2ccc3ncccc3c2)on1 | 17 | 11 | i | 11 | -12 | 606 | 3.7 | 4.6 | 3.2 | -2.5 | 695 | 0.21 | -0.17 | 0.35 | 0.33 | 0.4 | 1118 | -2.5% | 0.2%
CC(c1nnc(SCC(=O)Nc2cccnc2Cl)n1-c1ccccc1)N(C)C (stereo not drawn) | -10 | -18 | i | -11 | -8 | 550 | 3.8 | 1.3 | 8.5 | / | / | 0.031 | -0.26 | 0.025 | 0.37 | -0.8 | 1511 | -21% | -1.9%
CC(=O)c1sc(NC(=O)c2c(F)cccc2F)nc1C | -4 | -6 | i | -9 | -11 | 745 | 1.0 | 1.0 | 8.4 | -0.16 | 917 | -0.52 | -0.24 | -0.26 | 0.62 | -1.8 | 1246 | -2.8% | -0.3%
CCc1nnc(NC(=O)C2Cc3ccccc3CN2S(=O)(=O)c2c(C)c(C)cc(C)c2C)s1 (stereo not drawn) | 47 | 33 | i | -8 | -14 | 759 | 1.7 | 1.5 | 4.9 | -1.1 | 851 | -0.28 | -0.17 | 0.27 | 0.6 | 0.7 | 1175 | -5.6% | 3.0%
COc1cccc(OC)c1C(=O)Nc1nc2ccc(S(C)(=O)=O)cc2s1 | -1 | 11 | i | -2 | / | / | 2.8 | 2.0 | 2.3 | -0.13 | 1462 | -0.28 | -0.13 | -0.13 | 0.21 | -0.8 | 1418 | -3.2% | -0.7%
O=C(OCC(=O)N1N=C(c2ccc(Cl)cc2)CC1c1ccco1)c1ccccc1O (stereo not drawn) | 43 | 37 | i | -8 | -1 | 719 | 1.9 | 0.8 | 8.0 | 0.02 | 955 | -0.13 | 0.079 | 0.27 | -0.0076 | -2.5 | 1121 | -11% | -1.5%
Cc1c(C(=O)NCCSCc2c(Cl)cccc2Cl)cccc1[N+](=O)[O-] | 38 | 6 | i | -9 | / | / | 1.9 | 1.6 | 5.6 | 0.31 | 1277 | 0.58 | -0.19 | 0.28 | -0.6 | -0.2 | 1327 | -0.5% | 0.3%
O=C(O)C1CC=C(Cl)CC1C(=O)NCc1ccccc1 (stereo not drawn) | 12 | 1 | i | -2 | 11 | 744 | 2.3 | 1.9 | 19 | 0.16 | 1266 | 0.24 | -0.22 | 0.32 | -0.63 | / | / | -3.2% | -0.9%
CCO[C@H]1OC(C(=O)NCc2ccccc2)=C[C@@H](c2ccccc2)[C@@H]1CCCO | 0 | 8 | i | 12 | -8 | 682 | 2.9 | 1.1 | 9.5 | -0.23 | 1316 | 0.38 | 0.16 | 0.7 | -0.57 | -2.5 | 1180 | -0.8% | 0.2%
COc1ccc(NC(=O)COC(=O)c2ccc(Cl)c(S(N)(=O)=O)c2)c([N+](=O)[O-])c1 | / | / | / | / | -5 | 711 | / | / | / | 0.32 | 1490 | 0.48 | 0.059 | 0.15 | 0.65 | 0.3 | 1155 | / | /
Cc1cccc(Cc2nnc(CCC(=O)NCc3cnc4ccccn34)o2)c1 | -9 | -6 | i | 14 | -4 | 652 | 2.8 | 2.4 | 8.5 | -0.41 | 1389 | -0.55 | -0.13 | -0.24 | 0.58 | -0.5 | 1152 | -7.3% | 0.4%
CCCCc1ccc(N=N/C(C(=O)Nc2cc(OC)c(NC(C)=O)cc2OC)=C(/C)O)cc1 | -4 | -12 | i | 1 | 96* | 513* | 1.0 | 1.7 | 8.7 | -1.3 | 1137 | 0.98 | -0.21 | 0.72 | -1.8 | -3.2 | 931 | -6.2% | 1.4%
O=C1NC2(CCc3ccccc32)C(=O)N1CCOc1ccc(Cl)cc1 (stereo not drawn) | 7 | 23 | i | 28 | -3 | 779 | 2.0 | 2.5 | 7.3 | 0.1 | 876 | -0.65 | 0.19 | -0.082 | 0.66 | 0.7 | 1229 | -1.0% | 3.6%
Cn1c(C2=C(O)CN(c3ccccc3)C2=N)nc2ccccc21 | 2 | -4 | i | -4 | -6 | 658 | 3.1 | 3.2 | 12 | -0.35 | 1191 | 1.3 | -0.24 | 1.2 | -1.4 | -1.4 | 1192 | -7.2% | 5.9%
c1coc(-c2nnc(NC3=NCCC3)o2)c1 | 14 | 8 | i | -1 | 9 | 753 | 2.7 | 2.5 | 8.7 | -0.5 | 1263 | -1.1 | -0.15 | -0.34 | 0.67 | / | / | -4.4% | -3.5%
Cc1cc(-c2csc(NC(=O)c3ccccc3C(F)(F)F)n2)c(C)n1Cc1ccccc1 | -10 | -12 | i | 10 | -4 | 693 | 5.5 | 1.8 | 7.9 | 0.16 | 1431 | 0.35 | -0.21 | 0.022 | 0.12 | 0.0 | 1134 | -4.9% | 11%
O=C(COC(=O)CNS(=O)(=O)c1ccccc1)NC12CC3CC(CC(C3)C1)C2 | 5 | -3 | i | 8 | 1 | 668 | 8.9 | 2.0 | 7.0 | -1.8 | 1265 | 1 | -0.31 | 0.78 | -1.2 | -0.8 | 1050 | -9.6% | 0.3%
COc1ccc(-c2noc(C(=O)NCc3ccccc3Cl)n2)cc1OC | 7 | 2 | i | 20 | 3 | 660 | 1.8 | 1.4 | 4.3 | -0.94 | 1573 | -0.46 | -0.27 | -0.034 | 0.71 | 1.8 | 968 | -3.4% | -0.7%
Cc1ccc(C(=O)NCc2nnc(SCC(=O)NC(C)c3ccccc3)n2C)cc1 (stereo not drawn) | 2 | 0 | i | -18 | 7 | 572 | 3.3 | 1.7 | 4.9 | 0.03 | 1695 | -0.075 | -0.3 | 0.59 | -0.14 | 2.1 | 911 | -1.2% | -0.1%
COc1ccc(C(=O)O)cc1S(=O)(=O)Nc1cccc(C(F)(F)F)c1 | -1 | -7 | i | 16 | / | / | 5.9 | 2.2 | 7.0 | -0.77 | 1479 | 0.25 | -0.22 | 0.49 | 0.52 | -8.5 | 985 | -4.4% | 0.1%
Cc1oc2c(c1C(=O)NCc1cccnc1)C(=O)c1ccccc1C2=O | 88* | 87* | i | -4 | -26 | 671 | 42 | 19 | 98 | -2.2 | 597 | -0.38 | -0.17 | 0.11 | 0.77 | ? | / | -1.1% | -5.6%
CCCCN1C(=O)Cc2c1nc(N)c1c(N)nc(N(CCC)CCC)c(C#N)c21 | 5 | 16 | + | 14* | / | / | 2.7 | 3.0 | 10 | -1.4 | 1235 | -1.4 | 0.57 | -0.43 | -0.058 | -5.5 | 956 | -0.3% | 2.2%
C=CCc1c(C)nn(CC(=O)O)c1-c1ccccc1 | -16 | 4 | i | 21 | / | / | 5.3 | 1.6 | 12 | -0.53 | 1348 | -0.77 | -0.2 | 0.16 | 0.66 | -2.5 | 961 | 0.8% | /
Cc1ccccc1NC(=S)N(Cc1ccccn1)Cc1ccccc1Cl | 69* | 52* | i | 0 | -7 | 651 | 5.3 | 2.1 | 5.4 | -0.29 | 1121 | 2.9 | -0.34 | 1.6 | -1.3 | 2.8 | 1047 | -8.0% | 0.0%
CCOc1cccc(C(=O)Nc2cc(-c3nn4c(C)nnc4s3)ccc2C)c1 | 4 | -1 | / | / | 11 | 680 | 7.2 | 1.5 | 7.3 | / | / | 0.35 | -0.13 | 0.56 | -0.52 | -2.0 | 1120 | -4.6% | /
Cc1noc(NS(=O)(=O)c2ccc(N3Cc4ccccc4C3=O)cc2)c1C | -2 | 2 | i | -14 | / | / | 4.2 | 3.7 | 8.1 | 0.03 | 1398 | -0.86 | -0.26 | -0.35 | 0.22 | 2.5 | 1381 | -3.9% | -1.0%

One compound at a time, from the list above. Order of screens: WT yeast gro inh	WT yeast gro inh mutant strain	Autophagy HCS	Autophagy HCS cell loss 18 h	Lipid droplet	Lipid droplet cells 6.5 µM	MT stabilizer	MT stabilizer Hoechst-high %	MT stabilizer cytotoxicity %	Ins promoter up	Ins promoter up cell count	Dynein cargo inh	Dynein cargo inh cytoplasmic EGFP	Dynein cargo inh nuclear GR-EGFP	Dynein cargo inh cell count	b-catenin transl	b-catenin transl cell count 5 µM	XIAP antagonists	ER stress rescue
Entry for `CCc1nnc(NC(=O)C2Cc3ccccc3CN2S(=O)(=O)c2c(C)c(C)cc(C)c2C)s1` (stereo not drawn) → 47	33	i	-8	-14	759	1.7	1.5	4.9	-1.1	851	-0.28	-0.17	0.27	0.6	0.7	1175	-5.6%	3.0%
Entry for `CCCCN1C(=O)Cc2c1nc(N)c1c(N)nc(N(CCC)CCC)c(C#N)c21` → 5	16	+	14*	/	/	2.7	3.0	10	-1.4	1235	-1.4	0.57	-0.43	-0.058	-5.5	956	-0.3%	2.2%
